Source: PubChem BioAssay (The Scripps Research Institute Molecular Screening Center)
MITF primary – inhibitors of human MITF | O75030 | AlphaScreen MITF homodimerization, bead proximity signal | inhibition, % at 2.6 µM | 650,000 compounds, 0.91% hits | AID 1259374; in the data active = inhibition above about 50%;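 note: 0% = vehicle wells with protein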
Target sequence (O75030 whole entry, looked up): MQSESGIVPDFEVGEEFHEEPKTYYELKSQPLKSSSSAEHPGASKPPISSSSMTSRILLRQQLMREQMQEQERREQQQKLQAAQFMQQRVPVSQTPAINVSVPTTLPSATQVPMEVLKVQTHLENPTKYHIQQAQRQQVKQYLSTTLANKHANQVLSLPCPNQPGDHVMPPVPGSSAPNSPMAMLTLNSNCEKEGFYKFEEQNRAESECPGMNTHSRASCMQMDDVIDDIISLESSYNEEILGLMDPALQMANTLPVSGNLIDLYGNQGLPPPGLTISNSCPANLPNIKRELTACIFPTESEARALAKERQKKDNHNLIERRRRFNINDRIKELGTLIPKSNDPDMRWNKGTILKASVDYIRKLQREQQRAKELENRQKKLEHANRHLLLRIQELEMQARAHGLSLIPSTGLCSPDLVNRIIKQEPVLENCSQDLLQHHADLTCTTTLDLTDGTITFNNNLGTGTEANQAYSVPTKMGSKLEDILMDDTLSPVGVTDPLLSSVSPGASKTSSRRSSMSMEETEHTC
FBW7 act – human FBW7 E3 ligase activation, primary screen; Q969H0; AlphaScreen FBW7–phospho-cyclin E peptide binding, activator screen; normalized activity (activation), % at 26.1 µM; 650,000 compounds, 0.13% hits; AID 1259310; in the data active = normalized activity above about 1.9%;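 note: purified mutant Fbw7 with reduced substrate affinity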
TEAD-YAP inh – TEAD-YAP interaction inhibition; HEK-TIYL cells, TEAD-Gal4/YAP UAS-luciferase luminescence; inhibition, % at 9.12 µM; 640,000 compounds, 1.4% hits; AID 1259422; in the data active = inhibition above about 32%;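 note: 0% = median of test compound wells and 100% = reference inhibitor wells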
GPR151 ag – human GPR151 activation | Q8TDV0 | 650,000 compounds, 1% hits | PathHunter beta-arrestin GPR151 cells, luminescence | activation, % at 11.2 µM; in the data active = activation above about 4.9%;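 note: 0% = median of compound wells and 100% = cells with positive control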
Target sequence (Q8TDV0 whole entry, looked up): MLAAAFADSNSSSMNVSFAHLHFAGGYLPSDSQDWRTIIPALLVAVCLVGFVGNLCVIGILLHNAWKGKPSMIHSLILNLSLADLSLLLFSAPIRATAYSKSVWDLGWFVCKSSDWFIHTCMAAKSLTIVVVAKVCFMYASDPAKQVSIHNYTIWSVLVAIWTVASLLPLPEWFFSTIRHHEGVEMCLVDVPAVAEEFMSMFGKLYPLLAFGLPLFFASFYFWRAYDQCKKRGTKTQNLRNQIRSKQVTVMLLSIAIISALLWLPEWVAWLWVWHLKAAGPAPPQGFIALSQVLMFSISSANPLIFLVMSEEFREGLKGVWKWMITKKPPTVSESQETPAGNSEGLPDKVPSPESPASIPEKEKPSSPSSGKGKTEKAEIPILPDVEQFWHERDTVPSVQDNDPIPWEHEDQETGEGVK
An asterisk follows results filed as active; · = not tested or not shown; & = joins results of further samples. Outcome played no part in choosing rows; overall some 3.5% were active at least once.

SMILES	MITF primary	FBW7 act	TEAD-YAP inh	GPR151 ag
CCc1nnc(NC(=O)CSc2nnc3c4c(C)c(C)sc4nc(C(C)C)n23)s1	41	-0.3	2	-1.1
CCCCN1C(=O)/C(=c2\sc3nc(-c4ccccc4OC(C)=O)nn3c2=O)c2ccccc21	-10	0.0	7	-0.5
COc1ccc(C2C(C#N)=C(N)N(c3sc4c(c3C#N)CCCCC4)C3=C2C(=O)CC(C)(C)C3)cc1OC (stereo unspecified)	18	0.3	-1	-0.2
CCC1Oc2ccc(C)cc2N(CC(=O)N(Cc2ccncc2)C2CC2)C1=O (stereo unspecified)	25	0.0	-3	-0.2
CCCc1c(C(=O)N[C@H]2C[C@H]3C(=O)N4CCC[C@@H]4C(=O)N3C2)cnn1-c1ccccc1	19	0.7	8	-0.6
Cc1ccc(OCC(=O)N/N=C\c2cccc3ccccc23)c([N+](=O)[O-])c1	21	0.2	3	0.9
O=C(O)CCCC(=O)N1CCC2(CC1)OCc1cc(-c3ccc(Cl)cc3)ccc1O2	-24	-0.1	-3	-0.7
COc1ccc(C(=O)NNC2=NC(C)(C)Cc3c2ccc2ccccc32)cc1OC	-7	0.2	-8	-0.4
Nc1ccc(OC2OC(CO)C(O)C(O)C2O)cc1 (stereo unspecified)	-3	-0.1	-10	1.7
CCN(CC)C(=O)c1cn(-c2ccccc2)nc1C12CC3CC(CC(C3)C1)C2	5	0.0	-6	1.4
Cc1ccccc1CS(=O)(=O)c1ccc(C(=O)N2CCN(C)CC2)cc1[N+](=O)[O-]	8	0.0	11	1.0
Cc1cnc(NC(=O)Cn2cnc3c2c(=O)n(C)c(=O)n3C)s1	-4	0.2	-1	-1.4
O=C(CC12CC3CC(CC(C3)C1)C2)NCC(c1ccc(F)cc1)N1CCOCC1 (stereo unspecified)	11	-0.1	15	1.7
CN(Cc1ccsc1)C(=O)CCc1nnc(CCCc2ccccc2)o1	1	0.3	-57	0.2
Cc1[nH]n(-c2ccccc2)c(=O)c1/C=N/NC(=O)c1ccc(Cl)cc1	14	-0.1	-4	-0.4
Cn1c(=O)oc2cc(S(=O)(=O)NCC(=O)O)ccc21	15	0.1	-4	1.5
CCOC(=O)CNC(=O)CSc1nc2sc3c(c2c(=O)[nH]1)CCCC3	0	-0.1	5	-1.7
COc1ccc(N(CC(=O)N2CCCCCC2)S(C)(=O)=O)cc1Cl	8	0.1	-1	0.6
O=[N+]([O-])c1ccccc1/C=C/C=N/Nc1nc(N2CCCC2)nc(N2CCOCC2)n1	0	-0.2	-6	-0.3
Cc1ccc(C)c(N(CC(=O)NC2CCCCC2)C(=O)CCC(=O)Nc2nccs2)c1	4	0.0	-6	-1.4
N#C/C(=C\c1ccccc1[N+](=O)[O-])C(=O)Nc1ccccc1Br	-5	0.0	-6	0.4
COc1ccc(CN2CCSCC2)c(OC)c1OC	45	0.8	9	-0.1
CC12CCC(c3nc4ccccc4nc31)C2(C)C (stereo unspecified)	12	0.5	5	-0.6
Nc1ccc2oc(-c3ccccc3Br)nc2c1	6	0.9	25	-1.5
Cc1ccc(NC(=O)c2cc(F)c(F)cc2Cl)cc1S(=O)(=O)N1CCOCC1	5	0.1	-6	5.2*
CSC1=NC(=Nc2cccc(C)c2)C2(CCCCC2)N1c1ccc(Br)cc1	-4	-0.2	-6	-0.1
CC(CN(C)C)NC(=O)c1ccc(-n2ncc3cc(Nc4ccccc4Cl)ccc32)nc1 (stereo unspecified)	-19	0.0	-3	4.4
O=C1OC(c2ccccc2)=N/C1=C\c1ccccc1Br	-8	-0.1	-4	0.1
CC(=O)Nc1ccc(C(=O)Nc2ccco2)cc1	0	-0.1	-22	0.4
CSCCC(NC(=O)c1ccc(-n2ccnc2)c([N+](=O)[O-])c1)c1nc2ccccc2[nH]1 (stereo unspecified)	13	0.5	0	-0.7
O=C(Cn1nnc(-c2ccccc2)n1)N/N=C/c1ccc(O)c(O)c1O	66*	-1.3	8	1.5
Cc1ccc(CNc2nc3nc(C)c(Cl)c(C)n3n2)cc1	-2	-0.1	-51	1.2
C=C(C)CN(CC)C(=O)CC1C(=O)NCCN1Cc1ccc(F)cc1 (stereo unspecified)	-4	0.0	10	-0.6
COC(=O)Cn1cc2c(n1)-c1c(oc(C(=O)N3CCCC3)c1C)CC2	15	0.0	5	0.9
O=C(CN(C(=O)C1COc2ccccc2O1)c1ccccc1)NCC1CCCO1 (stereo unspecified)	13	0.3	3	-1.0
Cc1ccc(C(=O)CSc2nc3sc(C)c(C)c3c(=O)[nH]2)c(C)c1	-7&18	0.1&-0.1	1&0	1.2&0.6
Cc1cc(C)c(S(=O)(=O)NC(CC(=O)O)c2ccccc2)cc1C (stereo unspecified)	-1	0.2	-1	-0.6
COc1ccc(NC(=O)Cn2nnc(-c3ccc(NC(=O)CC(C)C)cc3)n2)c(OC)c1	4	-0.1	-40	-1.2
Cc1ccc(C(=O)N/C(=C/c2ccccc2Cl)C(=O)NC2CCCCC2)cc1	0	-0.2	3	0.5
CN(C)CCNc1ccnc2c(-c3ccc(Oc4ccccc4)cc3)cnn12	-6	0.1	-14	1.1
COc1ccccc1-c1nnc(-c2cc3c(ccc4ccccc43)oc2=O)o1	10	0.1	-4	0.3
COC(=O)[C@@H](NC1CCCN(c2nc(C)c3ccc(C)cc3n2)CC1)c1ccccc1 (stereo partly specified)	0	0.4	2	-1.0
C[C@H]1Cc2c(-c3ccccc3)nc3c(c2CO1)CN(C(=O)Nc1cccc(C#N)c1)CC3	13	0.0	·	-0.9
COCCNC(=S)NCCNc1nc2cc(C)cc(C)c2cc1C#N	3	-0.1	0	0.8
Cc1ccc(OCCSc2nc3c([nH]2)c(=N)ncn3Cc2ccccc2)cc1	14	1.0	-10	-0.4
C/C(=N\N=C(\C(=O)c1ccccc1)c1ccccc1)c1cccnc1	-6	0.2	0	-1.7
COc1ccc(C(=O)CSc2nc(=O)[nH]c3c2CCCC3)cc1	2	0.0	0	-0.3
CCn1nnc(NC(=O)COc2ccc(C)c(C)c2)n1	0	-0.2	-8	-1.0
O=C(Nc1nc(-c2ccc(Cl)cc2)cs1)c1ccc([N+](=O)[O-])o1	7	0.1	16	-0.3
O=C(C1CC12CCN(C1CCSC1)CC2)N1CCc2ccccc2C1 (stereo unspecified)	0	-0.1	-2	-1.3
CCCC(C)NC(=O)/C=C/c1ccc([N+](=O)[O-])cc1 (stereo unspecified)	1	-0.3	-25	-0.4
C#CCn1c(=NC(=O)CN2C(=O)CCC2=O)sc2cccc(F)c21	-1	-0.1	-11	-0.3
CCOc1ccc(-n2c(=S)[nH]c3c(sc(=S)n3-c3ccc(Cl)c(C)c3)c2=O)cc1	-4	-0.1	-2	1.6
Cc1ccccc1OCc1nc2c3c4c(sc3ncn2n1)C(C)(C)NC(C)(C)C4	-8	0.0	-16	-1.8
CCN1CCN(c2cc(C)c3cc(NC(=O)c4ccc(Br)o4)ccc3n2)CC1	13	0.3	-5	-1.5
CCOc1ccc(-c2cc(=O)c3ccccc3o2)cc1	1	0.4	-30	-1.5
O=C1CC(Sc2nc(-c3ccc(F)cc3)cc(C(F)(F)F)n2)C2COC1O2 (stereo unspecified)	-4	-0.1	2	-1.2
O=C(O)CC(NS(=O)(=O)c1ccc(Cl)cc1)c1cccnc1 (stereo unspecified)	-4	0.1	8	-0.2
Cn1c(=NC(=O)C2=COCCO2)sc2cc(F)cc(F)c21	-2	-0.1	-35	4.4
CC(C)CCn1c(SCCc2ccccc2)nc2c1c(=O)n(C)c(=O)n2C	14	0.5	6	0.1

New compounds follow.
SMILES	MITF primary	FBW7 act	TEAD-YAP inh	GPR151 ag
O=[N+]([O-])c1cc2c(cc1CNc1ccc3c(c1)CCC3)OCO2	16	0.0	-13	-0.7
Clc1ccc(SCc2nc3sccn3c2Br)cc1	-18	0.0	-70	-1.5
COc1cc(OC)cc(C(=O)NCc2nc(-c3ccncc3)n[nH]2)c1	-1	0.7	-10	-1.7
O=C(NCCOc1ccccc1)c1ncn[nH]1	28	0.4	-7	-1.9
COc1cccc(N2CC(C(=O)Nc3ccccc3C(F)(F)F)CC2=O)c1 (stereo unspecified)	8	0.0	-1	1.2
CCC(Sc1nc2n[nH]c(C)c2c(=N)n1-c1ccc(Oc2ccccc2)cc1)C(=O)N1CCOCC1 (stereo unspecified)	25	0.0	5	-0.3
COc1ccc(Cl)cc1N1CC(c2nc(-c3cccs3)no2)CC1=O (stereo unspecified)	1	-0.1	19	1.1
NC(C(=O)N1CCN(c2ccc3[nH]ncc3c2)CC1)c1ccc(F)cc1 (stereo unspecified)	15	0.7	-6	-0.6
O=C1C2C3c4ccccc4C(c4ccccc43)C2C(=O)N1c1cc(Cl)ccn1 (stereo unspecified)	20	0.3	-3	-1.0
Cc1ccsc1C(=O)Nc1ccc(F)c(F)c1F	2	-0.1	-33	-5.1
CN(C1=NC(=O)C(C2SC(=O)NC2=O)S1)c1ccc(O)cc1 (stereo unspecified)	2	0.1	11	1.0
O=[N+]([O-])c1cc(-c2cnc3ccccc3n2)ccc1Oc1ccc(Cl)cc1	5	0.2	-8	0.6

A few values from above:
Result for O=C(NCCOc1ccccc1)c1ncn[nH]1 in MITF primary: 28
Result for COc1ccc(Cl)cc1N1CC(c2nc(-c3cccs3)no2)CC1=O (stereo unspecified) in GPR151 ag: 1.1
Result for CCC(Sc1nc2n[nH]c(C)c2c(=N)n1-c1ccc(Oc2ccccc2)cc1)C(=O)N1CCOCC1 (stereo unspecified) in GPR151 ag: -0.3

An excerpt from above, reduced to GPR151 ag:
SMILES,GPR151 ag
CCC(Sc1nc2n[nH]c(C)c2c(=N)n1-c1ccc(Oc2ccccc2)cc1)C(=O)N1CCOCC1 (stereo unspecified),-0.3
COc1ccc(Cl)cc1N1CC(c2nc(-c3cccs3)no2)CC1=O (stereo unspecified),1.1
NC(C(=O)N1CCN(c2ccc3[nH]ncc3c2)CC1)c1ccc(F)cc1 (stereo unspecified),-0.6
O=C1C2C3c4ccccc4C(c4ccccc43)C2C(=O)N1c1cc(Cl)ccn1 (stereo unspecified),-1.0
Cc1ccsc1C(=O)Nc1ccc(F)c(F)c1F,-5.1

A different layout for three compounds above.
O=C(NCCOc1ccccc1)c1ncn[nH]1
  MITF primary: 28 | FBW7 act: 0.4 | TEAD-YAP inh: -7 | GPR151 ag: -1.9
COc1cccc(N2CC(C(=O)Nc3ccccc3C(F)(F)F)CC2=O)c1 (stereo unspecified)
  MITF primary: 8 | FBW7 act: 0.0 | TEAD-YAP inh: -1 | GPR151 ag: 1.2
CCC(Sc1nc2n[nH]c(C)c2c(=N)n1-c1ccc(Oc2ccccc2)cc1)C(=O)N1CCOCC1 (stereo unspecified)
  MITF primary: 25 | FBW7 act: 0.0 | TEAD-YAP inh: 5 | GPR151 ag: -0.3

(listing goes on)
SMILES	MITF primary	FBW7 act	TEAD-YAP inh	GPR151 ag
O=C(NN1C(=O)c2ccccc2C1=O)c1ccc2c(c1)C(=O)N(CC1CCCO1)C2=O (stereo unspecified)	16	0.8	0	-0.5
CCc1ccc(C2=NNC(=O)CC2)cc1	-4	0.3	-11	-1.3
COC(=O)C(C(=O)OC)C(C[N+](=O)[O-])c1ccc(OC)c(OC)c1 (stereo unspecified)	-8	-0.1	0	1.4
CC(C)=NNC(=O)c1ccccc1Cl	2	0.0	-21	0.1
O=C(COC(=O)CCOc1ccccc1)Nc1ccc(S(=O)(=O)N2CCCC2)cc1	13	0.0	16	-1.1
Clc1ccc(-c2nsc3c(N4CCN(Cc5cccnc5)CC4)ncnc23)cc1	9	0.4	11	1.0
CCN(CC)c1ccc(C(=O)n2nnc3ccccc32)cc1	-18	-0.1	7	-0.5
C=CCOc1ccc(C2C3=C(CC(C)(C)CC3=O)N(C)C3=C2C(=O)CC(C)(C)C3)cc1	6	0.0	10	2.3
COc1cc(/C=c2/sc3nc4c(Br)c(C)c(C)cc4n3c2=O)ccc1O	3	-0.2	0	0.7
O=C(NC(=S)NNC(=O)c1cnccn1)c1ccc(F)cc1	19	-0.9	0	0.7
CCCCCOC(=O)C1=C(C)Nc2ncnn2C1c1ccncc1 (stereo unspecified)	-4	0.1	-13	-0.3
CC(=O)N1CCc2c(sc3c2c(=O)n(-c2ccc(F)cc2)c(=O)n3C)C1	-3	0.0	9	-0.3

Whole records as entered above. Values in the order: MITF primary, FBW7 act, TEAD-YAP inh, GPR151 ag
O=C(COC(=O)CCOc1ccccc1)Nc1ccc(S(=O)(=O)N2CCCC2)cc1 reads 13, 0.0, 16, -1.1
CCN(CC)c1ccc(C(=O)n2nnc3ccccc32)cc1 reads -18, -0.1, 7, -0.5

Other compounds follow:
SMILES	MITF primary	FBW7 act	TEAD-YAP inh	GPR151 ag
Cc1ccc(NC(=O)c2ccc(CNc3c(N4CCCCC4)c(=O)c3=O)cc2)cc1F	1	-0.4	-11	0.1
Cc1onc(-c2ccccc2)c1C(=O)Nc1ccc(N(C)C)cc1	14	-0.1	-15	-0.8
COC(=O)c1cn(NC(=O)Cc2ccc(OC)c(OC)c2)c(=O)c2ccccc12	0	-0.1	-4	1.2
COc1ccccc1CN1CCOc2ccc(CN3C[C@@H](C)O[C@@H](C)C3)cc2C1	-12	-0.4	1	-0.5
Cc1ccccc1NC(=O)NCCCc1ccc(N(C)C)cc1	6	-0.1	10	1.8
Cc1ccc([N+](=O)[O-])cc1N/C=C/[N+](=O)[O-]	5	-0.1	-2	-0.4
C=CCNCCOCCOc1ccc(Cl)c(Cl)c1	32	0.3	-8	-0.7
FC(F)(F)c1ccc(CNc2nnnn2-c2ccccc2)cc1	-9	-0.1	13	0.8
